High-throughput results (PubChem)
AmpC inh no detg – blocks E. coli AmpC beta-lactamase in detergent-free assay. P00811. AmpC nitrocefin hydrolysis, absorbance 480 nm, 0.0001% Triton. Potency, µM (doses to about 57.1 µM), for inactives: at the highest dose activity change, negative = inhibition, most hits filed as inhibitors. 330,000 compounds, 0.52% hits. AID 485341;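 also: potency is read from the fitted curve at half-maximal effect; plate controls were no compound for no effect and no enzyme for full effect; nearly all actives have a fitted effect of over 20% in size; some results filed as inactive show a strong effect at the top dose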
Target sequence (P00811 whole entry, looked up): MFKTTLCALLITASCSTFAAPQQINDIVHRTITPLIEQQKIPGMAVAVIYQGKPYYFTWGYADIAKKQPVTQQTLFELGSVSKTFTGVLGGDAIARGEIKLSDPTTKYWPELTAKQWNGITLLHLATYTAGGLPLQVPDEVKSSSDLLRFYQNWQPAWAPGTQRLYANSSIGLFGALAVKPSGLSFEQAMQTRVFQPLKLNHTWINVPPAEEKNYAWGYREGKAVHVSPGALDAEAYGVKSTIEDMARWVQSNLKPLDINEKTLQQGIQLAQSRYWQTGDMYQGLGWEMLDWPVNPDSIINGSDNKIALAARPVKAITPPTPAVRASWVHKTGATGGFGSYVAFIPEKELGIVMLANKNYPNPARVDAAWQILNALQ
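AmpC (5.3 nM in the dispensed reagent) in 20 mM phosphate pH 7.0 with 0.01% (detergent screen) or 0.0001% Triton X-100 was preincubated with compounds for 15 min at room temperature. Nitrocefin was then added from an 800 uM solution, and hydrolysis was followed at 480 nm.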
AMA1 RON2 block – inhibitors of Plasmodium falciparum AMA1-RON2 interaction | Potency, µM (doses to about 58.2 µM), inactives show at the top dose activity change, negative = inhibition, hits mostly inhibitors | AlphaScreen AMA1-biotinylated RON2 peptide binding | 360,000 compounds, 0.2% hits | AID 720542;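 also: potency is read from the fitted curve at half-maximal effect; 0% = vehicle wells and -100% = peptide control; nearly all actives have a fitted effect of over 45% in size; some results filed as inactive show a strong effect at the top dose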
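AMA1 (3D7) with his tag at 25 nM final met compounds first, then biotinylated RON2 peptide at 25 nM; detection used donor plus acceptor beads, 10 µg/mL apiece, read by AlphaScreen after 30 min at room temperature.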
HCMV inh – human cytomegalovirus inhibition; AID 1259415; activity change, negative = inhibition, % at 57.5 µM; HFF cells, HCMV-luciferase reporter, 72 h; hits give low values; 410,000 compounds, 4.5% hits; in the data active = activity change below about -60%; inconclusive = no clear call, values can overlap the other calls; inactive = above about -39%
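Inhibition of viral replication was scored as loss of reporter luminescence in HFFs infected with HCMV-luciferase (MOI 1 PFU/cell) for 72 h; compounds tested at 2 doses, normalized to buffer and Salinomycin controls.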
TbPYK inhibitor – inhibitors of Trypanosoma brucei pyruvate kinase; TbPYK enzyme, Kinase-Glo Plus ATP luminescence, 45 min; Potency, µM (series often up to 76.8 µM), for inactives: top-dose activity, negative = inhibition, most hits filed as inhibitors; 410,000 compounds, 0.12% hits; also: potency is read from the fitted curve at half-maximal effect; nearly all actives have a fitted effect of over 50% in size
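Assay buffer: 50 mM TEA pH 7.2, 100 mM KCl, 10 mM MgCl2, 0.05% BSA, 0.01% Tween-20. Pyruvate kinase from T. brucei plus substrate met compound, then ADP (130 uM final). Luminescence was read post 45 min RT.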
AmpC detergent – blocks E. coli AmpC beta-lactamase in detergent assay; Potency, µM (top dose mostly 114 µM), for inactives: at the highest dose activity change, negative = inhibition, usual class: inhibitors; P00811; 370,000 compounds, 0.041% hits; AmpC hydrolysis of nitrocefin, absorbance 480 nm, 0.01% Triton;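 also: potency is read from the fitted curve at half-maximal effect; 0% = no-compound wells and -100% = no-enzyme wells; nearly all actives have a fitted effect of over 25% in size; some results filed as inactive show a strong effect at the top dose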
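AmpC (5.3 nM in the dispensed reagent) in 20 mM phosphate pH 7.0 with 0.01% (detergent screen) or 0.0001% Triton X-100 was preincubated with compounds for 15 min at room temperature. Nitrocefin was then added from an 800 uM solution, and hydrolysis was followed at 480 nm.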
Sm TGR block – S. mansoni TGR enzyme inhibition. 360,000 compounds, 3% hits. Potency, µM (series often up to 114 µM), inactives show at the highest dose activity change, negative = inhibition, hits mostly inhibitors. Q962Y6. purified TGR, DTNB reduction, TNB absorbance 405 nm. AID 485364; also: potency is read from the fitted curve at half-maximal effect; nearly all actives have a fitted effect of over 60% in size
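First, TGR (20 nM dispensed) and NADPH were mixed with compound. Second, a 15 min room-temperature incubation followed. Third, further NADPH and then DTNB were added to start the reaction. Finally, TNB absorbance was monitored kinetically.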
LmPK inhibitor – LmPK (Leishmania mexicana) enzyme inhibition. purified LmPK, Kinase-Glo ATP luminescence, 1 h. Potency, µM (highest dose often 57.5 µM), for inactives: at the top dose activity change, negative = inhibition, actives largely listed as inhibitors. 290,000 compounds, 0.37% hits. AID 1721; also: potency is read from the fitted curve at half-maximal effect
Target sequence (Q27686 whole entry, looked up): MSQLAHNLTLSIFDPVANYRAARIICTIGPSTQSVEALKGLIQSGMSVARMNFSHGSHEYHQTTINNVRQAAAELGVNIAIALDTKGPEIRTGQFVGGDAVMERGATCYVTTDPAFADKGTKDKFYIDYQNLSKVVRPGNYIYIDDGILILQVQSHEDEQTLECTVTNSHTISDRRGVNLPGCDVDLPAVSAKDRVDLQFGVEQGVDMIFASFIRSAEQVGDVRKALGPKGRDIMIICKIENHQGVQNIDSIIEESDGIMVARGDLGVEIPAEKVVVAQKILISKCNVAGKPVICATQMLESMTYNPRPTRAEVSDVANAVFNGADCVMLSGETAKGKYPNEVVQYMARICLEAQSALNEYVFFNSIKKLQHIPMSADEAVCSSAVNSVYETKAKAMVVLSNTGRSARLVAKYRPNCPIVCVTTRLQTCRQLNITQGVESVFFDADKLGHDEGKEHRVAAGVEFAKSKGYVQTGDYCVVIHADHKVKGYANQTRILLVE
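ATP generated from ADP (0.1 mM) and PEP (0.5 mM) by 0.1 nM LmPK over 1 h at room temperature (pH 7.2 imidazole buffer) was detected by coupled luciferase luminescence. Values were normalized to uninhibited and no-enzyme wells.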
* marks the source's active call; other numbers are inactive results; ? = inconclusive; . = no result given; & = joins results of further samples; [ ] = remark or other dose. Unless noted, calls follow the shape of the dose curve; as a rule, active = well fitted curve in the direction sought with a large enough effect; inconclusive = small, poorly fitted or top-dose-only effect, or another doubt; inactive = no such curve, though single readings can be large; an effect the other way counts as inactive or inconclusive. Unless noted, % is scaled to controls: 0 for no effect and ±100 for the full control effect.

Second line of a record – AmpC inh no detg, AMA1 RON2 block, HCMV inh, TbPYK inhibitor, AmpC detergent, Sm TGR block, LmPK inhibitor
COc1cccc(C(CNC(=O)C(c2ccccc2)c2ccccc2)N(C)C)c1 (stereo not drawn)
 : 73.5%[activator], -1.3%, -12.4, -3.6%, -1.0%, -10.5%, -0.8%
CCOc1ccc(NC(=O)c2ccccc2C(=O)c2ccccc2)cc1OCC
 : 56.6%, -4.6%, 31.4, -4.9%, -8.3%, -5.9%, 2.4%
Cc1cc(=O)oc2cc(NC(=O)c3cccc(Br)c3)ccc12
 : -16.1%, -3.8%, -74.0*, -3.8%, -8.3%, -2.6%, -3.0%
COC(=O)C1=C(C)N(Cc2ccccc2)C(=O)N[C@H]1c1cccs1
 : -33.0%, -1.0%, -15.6, -5.3%, 1.1%, 5.5%, -1.0%[11.5 µM]
COc1cccc(C(O)c2nc3ccccc3n2C(C)C)c1OC (stereo not drawn)
 : 18.7%, 3.7%, -17.9, 2.2%, 4.9%, -15.9%, -9.1%
CC(=O)c1ccc(S(=O)(=O)Nc2cc3c(cc2C(C)=O)OCO3)cc1
 : -19.7%, -14.1%, -10.2, 4.4%, -20.6%, -8.7%, 2.0%
CCOc1cc(C)cc2oc(=O)c3c(c12)CCCC3
 : -15.7%, 6.3%, ., -3.1%, -0.8%, 0.5%, 4.6%
Cc1ccc(S(=O)(=O)N(C)Cc2cc3cc(C)ccc3[nH]c2=O)cc1
 : -21.0%, 0.5%, -12.9, 4.1%, 3.0%, -20.3%, -0.7%
Cc1ccc(-c2nc(-c3ccncc3)no2)cc1Cl
 : -12.0%, 2.5%, 97.5, -2.8%, 2.4%, 4.9%, 2.3%
Cc1[nH]nc(SCC(=O)Nc2ccc(C#N)cc2)c1[N+](=O)[O-]
 : -25.9%, -8.6%, -19.5, -16.9%, -11.4%, -4.0%, -1.5%
O=C(O)CC1S/C(=N/N=C/c2ccc(-c3ccccc3[N+](=O)[O-])o2)NC1=O (stereo not drawn)
 : -26.8%, 56.1%[activator], -23.5, ?, 0.3%, 37.7%[activator], -15.7%
CC(=O)c1c(O)c2ccccc2n(C)c1=O
 : -4.6%, 0.8%, 37.0, -2.6%, 5.6%, 10.6%, 12.2%
O=C(c1cccc(F)c1)N1CCN(c2cccc(Cl)c2)CC1
 : -1.3%, 10.7%, -4.5, -13.8%, 2.5%, -0.8%, 3.5%
O=C(N/N=C/c1ccco1)C1CC1
 : -0.8%, -11.0%, -23.1, 2.4%, -7.6%, 1.9%, 4.0%
CC(C)CCN1C(=O)c2ccccc2CC1(C)C(=O)NC1CCCCC1 (stereo not drawn)
 : ., ., -19.5, 3.5%, 13.6%, 3.9%, .
O=C(Nc1ccccc1C(F)(F)F)N1CCCC1c1cccnc1 (stereo not drawn)
 : -18.5%, 19.4%, 26.2, -2.3%, ?, -1.3%, 2.5%
COc1ccc(C(C)(O)c2nc(-c3ccc(OC)nc3)cs2)cc1 (stereo not drawn)
 : ., -1.4%, -30.3, 1.8%, ., ., .
Cc1cccn2c(=O)c3cc(C(=O)NCCN4CCOCC4)c(=N)n(Cc4ccc(F)cc4)c3nc12
 : 110.4%[activator], 79.2%[activator], -100.4*, 0.0%, 3.6%, -1.2%, -1.3%
Cc1cc(C(=O)COC(=O)CNC(=O)c2ccco2)c(C)n1Cc1ccco1
 : -6.0%, -0.1%, 12.5, 5.2%, 3.8%, -21.3%, -2.8%
CC1=Nc2ccc(C)cc2/C1=C/c1c(N)n2c(S(=O)(=O)C(C)C)nsc2nc1=O
 : -58.0%, -17.2%, 14.5, 4.6%, -7.4%, -10.0%, -0.2%
CN(C)S(=O)(=O)c1ccc(S(=O)(=O)N(Cc2ccco2)Cc2ccccc2Cl)cc1
 : -44.6%, 7.1%, ., 4.6%, -9.6%, -12.3%, 10.8%
CCOc1ccc(CN(C)C(=O)c2cccnc2SC)cc1OC
 : -9.7%[11.4 µM], 1.9%, 60.4, -3.5%, -9.5%, -3.0%, 1.4%
Cc1ccc(NC(=O)CCOc2ccccc2)c(C)c1
 : -5.2%, -3.4%, ., -0.1%, 0.2%, -12.2%, 4.1%
CSc1nc(-c2ccco2)cc(C(F)(F)F)c1C#N
 : -19.2%, 27.1%, 2.9, 0.1%, 3.0%, -1.6%, -1.9%
CCN(CC(=O)Nc1c(F)cccc1F)C(=O)CNC(=O)c1ccc(C)s1
 : -10.9%, -6.0%, -8.8, 2.9%, 5.0%, 3.0%, -7.1%
O=C1CC(c2ccco2)c2ccc3ccccc3c2N1 (stereo not drawn)
 : -30.9%, -5.3%, 9.0, -3.6%, ?, 44.7µM*, -4.3%
CCCCCCC[C@@H](C/C=C/CCC(=O)N(C)C/C(=C/Cl)C/C(=C\C(=O)N1C[C@H](O)CC1=O)OC)OC
 : 359.5%[activator], -11.8%, -15.1, -6.8%, ., ., .
O=C(Nc1ccc(Cl)cc1C(=O)NCCN1CCOCC1)c1ccco1
 : -5.6%, 17.6%, 8.5, -7.8%, 2.4%, -21.1%, -3.1%
CCn1nccc1C(=O)Nc1ccc(Cl)cc1Cl
 : ?, -7.5%, 27.7, -12.7%, -1.2%, -0.6%, 6.9%
C[C@@H]1CN([C@@H](C)CO)C(=O)c2cccc(NS(C)(=O)=O)c2O[C@H]1CN(C)C(=O)Nc1ccc(F)cc1
 : -0.2%, -17.5%, 3.5, -2.0%, ., ., .

Part of the list above, comma-delimited.
smiles,AmpC inh no detg,AMA1 RON2 block,HCMV inh,TbPYK inhibitor,AmpC detergent,Sm TGR block,LmPK inhibitor
COC(=O)C1=C(C)N(Cc2ccccc2)C(=O)N[C@H]1c1cccs1,-33.0%,-1.0%,-15.6,-5.3%,1.1%,5.5%,-1.0%[11.5 µM]
COc1cccc(C(O)c2nc3ccccc3n2C(C)C)c1OC (stereo not drawn),18.7%,3.7%,-17.9,2.2%,4.9%,-15.9%,-9.1%
CC(=O)c1ccc(S(=O)(=O)Nc2cc3c(cc2C(C)=O)OCO3)cc1,-19.7%,-14.1%,-10.2,4.4%,-20.6%,-8.7%,2.0%

Further records follow.
Second line of a record – AmpC inh no detg, AMA1 RON2 block, HCMV inh, TbPYK inhibitor, AmpC detergent, Sm TGR block, LmPK inhibitor
CCCCC[C@H]1CCCCC[C@@H](O)C[C@H](O)[C@H](O)/C=C/C(=O)O1
 : ., 3.2%, -25.5, 1.6%, ., ., .
COc1cc2[nH]c(=O)c(C(=O)NCc3ccc(F)cc3)c(O)c2cc1OC
 : -0.6%, -3.9%, -34.3, 0.3%, -1.7%, 3.1%, -2.0%
Cn1c(NCc2ccc3occc3c2)nc2cc(-c3cccc(C(F)(F)F)c3)sc2c1=O
 : ., 14.7%, -15.3, 0.3%, ., ., .
Brc1ccccc1/C=N/Nc1ccccn1
 : -54.2%, -17.3%, 68.7, -2.7%, -5.2%, 50.4%[activator], -24.6%
Oc1ccc2c3c1OC1[C@H](O)CC[C@@]4(O)[C@@H](C2)N(CC2CC2)CC[C@]314 (stereo partly drawn)
 : -13.0%&-16.3%, -6.1%&2.4%, -14.8&-38.9, -2.7%&1.0%, ., ., .
COc1ccc(NC(=O)c2c(N)c(C(=O)c3ccc(C)cc3)n3ccccc23)cc1OC
 : ., ., -19.7, 0.6%, 19.8%, 0.7%, .
C=CCOC(=O)/C(=C/c1cccc2ccccc12)NC(=O)c1ccccc1
 : 12.6µM*, 0.0%, 70.9, 6.7%, ?, 3.1%, 2.6%
CC(Sc1ncccn1)C(=O)NNC(=O)c1cccc(Cl)c1 (stereo not drawn)
 : -23.9%, 5.4%[11.6 µM], 34.7, 2.2%, ., ., .
Nc1ccc(C(=O)N2CCN(S(=O)(=O)c3ccc4c(c3)OCCO4)CC2)cc1[N+](=O)[O-]
 : -21.8%, -6.3%, -33.3, 0.8%, 0.6%, 0.0%, -4.2%
O=C(CCN1C(=O)COc2ccccc21)NCc1cccnc1
 : -8.1%, 6.9%, 7.1, -10.7%, ?, -0.4%, -3.0%
CCOC(=O)CCCNC(=O)CSc1nnc(-c2ccccc2)c(-c2ccccc2)n1
 : 66.8%[activator], 3.8%, -2.2, -11.3%, -10.9%, -5.3%, -3.7%
CCOc1ccc(/C(O)=C2/C(=O)C(=O)N(CCCN3CCOCC3)C2c2ccc(F)cc2)cc1C (stereo not drawn)
 : -18.5%, -8.4%, 50.4, 2.9%, -3.3%, -30.3%, -1.1%
N#C/C(=C(/O)COc1ccccc1)c1nnc2n1CCCCC2
 : -25.6%, 24.0%, 37.6, 1.7%, 6.2%, 5.4%, 2.6%
Cc1c(-c2nc(-c3ccc4c(c3)[nH]c(=O)n4C)no2)cccc1[N+](=O)[O-]
 : ., ., -29.1, -3.0%, 2.7%, 0.9%, .
COc1ccc(NC(=O)C2CCN(S(=O)(=O)c3ccccc3)CC2)cc1
 : -11.5%, 11.5%, 12.3, 4.5%, 1.2%, 4.8%, -6.2%
Cc1cc(C)cc(NC(=O)CN2CCC(NC(=O)c3ccccc3F)CC2)c1
 : 7.5%, -3.1%, 32.9, 2.2%, -3.8%, -11.7%, 1.6%
CN(C)C(CNC(=O)c1ccccc1C(F)(F)F)c1ccco1 (stereo not drawn)
 : -1.0%, -10.5%, 11.7, -5.9%, -7.6%, 1.0%, -1.1%
CCOC(=O)c1cccc(NC(=O)C(NS(=O)(=O)c2ccc3c(c2)CCN3C(C)=O)C(C)C)c1 (stereo not drawn)
 : -24.1%, -15.9%, 46.4, 1.6%, 0.5%, 5.1%, -1.0%
COc1ccc(NC(=O)CCc2nnc3n(C)c(=O)c4sccc4n23)cc1
 : ., ., -6.0, -3.5%, 5.4%, -3.6%, .
CC(=O)OC1CCC2(C)C(COc3ccc4ccc(=O)oc4c3)C(C)(O)CCC2C1(C)C (stereo not drawn)
 : 56.0%, -3.9%, 57.1, 0.0%, -10.6%, -0.9%, -2.3%
CC(C)c1ccc(NC(=S)Nc2ccc3cn[nH]c3c2)cc1
 : -35.7%, 26.6%, -26.6, -21.1%, 6.5%, 7.4%, 0.5%
COC(=O)c1cccc(NC(=O)/C(=C\c2ccco2)NC(=O)c2ccco2)c1
 : ., 5.4%, -12.5, ?, ., ., .
Cc1ccc(Cn2c(CCNc3nc(-c4ccc(C)cc4)cs3)nc3cc(C(=O)NCCCO)ccc32)cc1
 : ., 81.0%[activator], -37.4, -3.9%, ., ., .
CCc1nc2c(OCc3ccc(C(F)(F)F)cc3)cccn2c1N(C)C(=O)c1ccncc1
 : ., -3.7%, 13.2, -0.9%, ., ., .

Compounds as they come; 7.4% or so of the library scored in one or more.
